PKM2 act: increases activity of human pyruvate kinase M2. purified PKM2, Kinase-Glo ATP luminescence, activation; response scale: 0% is enzyme alone, no compound. Potency, µM (doses to about 57.5 µM), inactives show at the top dose activation, usual class: activators. AID 1631. P14618. 260,000 tested, 0.34% active; note: potency is the fitted concentration of half-maximal effect; nearly all actives have a fitted effect of over 55% in size
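hPK-M2, >95% pure; 0.1 mM ADP / 0.5 mM PEP final; imidazole pH7.2 buffer w/ 7 mM MgCl2, 50 mM KCl; 1 h RT; Kinase-Glo lum. Intermediate enzyme activity for dual inhibitor/activator qHTS.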
GALK inhibitor: blocks human galactokinase activity. P51570. Purified GALK, Kinase-Glo residual ATP luminescence. Potency, µM (highest dose often 57.5 µM), for the others: at the highest dose activity change, negative = inhibition, hits mostly inhibitors. 270,000 tested, 0.007% active. AID 1868; note: potency is the fitted concentration of half-maximal effect
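Luminescence from leftover ATP (Ultra-Glo luciferase/luciferin) served as read-out after a 1 h room-temperature reaction of 5 nM GALK with 35 uM ATP and 100 uM galactose.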
USP2a block: USP2a (human) protease inhibition. USP2 core, Ub-CHOP2 coupled fluorogenic reporter, 485/531. Potency, µM (top dose mostly 38.3 µM), for the others: at the highest dose activity change, negative = inhibition, hits mostly inhibitors. 330,000 tested, 0.01% active. AID 463254. O75604;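 note: potency is the fitted concentration of half-maximal effect; plate controls were DMSO wells for no effect and full inhibition by NEM control for full effect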
Target sequence (O75604 whole entry, looked up): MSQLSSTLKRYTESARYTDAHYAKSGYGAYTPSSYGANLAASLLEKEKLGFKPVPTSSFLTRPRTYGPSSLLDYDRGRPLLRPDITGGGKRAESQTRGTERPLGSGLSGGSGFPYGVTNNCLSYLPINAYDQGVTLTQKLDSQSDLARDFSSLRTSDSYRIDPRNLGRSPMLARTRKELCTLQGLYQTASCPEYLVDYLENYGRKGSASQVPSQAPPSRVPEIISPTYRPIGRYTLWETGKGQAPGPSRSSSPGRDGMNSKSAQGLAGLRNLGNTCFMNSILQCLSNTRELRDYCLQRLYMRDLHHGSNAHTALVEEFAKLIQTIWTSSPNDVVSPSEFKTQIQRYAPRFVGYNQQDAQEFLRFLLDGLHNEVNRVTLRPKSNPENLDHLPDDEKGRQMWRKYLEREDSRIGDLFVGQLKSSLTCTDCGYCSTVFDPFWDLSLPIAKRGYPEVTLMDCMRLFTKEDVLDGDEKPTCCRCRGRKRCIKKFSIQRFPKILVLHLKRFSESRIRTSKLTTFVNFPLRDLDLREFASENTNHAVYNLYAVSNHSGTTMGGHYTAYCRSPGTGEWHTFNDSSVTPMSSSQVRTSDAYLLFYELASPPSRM
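Deubiquitinase activity read as fluorescence (485/531 nm) after Ub-CHOP2 cleavage activates the enterokinase reporter on its substrate; USP2 core 10nM, Ub-CHOP2 and substrate 25nM each, 30min compound preincubation then 60min RT; data normalized to NEM, curves fitted.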
uPA surface inh: inhibitors of cell surface uPA generation | AID 540303 | cell surface uPA generation assay, qHTS | 330,000 tested, 0.31% active | Potency, µM (series often up to 38.3 µM), for the others: top-dose activity change, negative = inhibition, usual class: inhibitors; active = well fitted inhibition curve with a large enough effect; inconclusive = small, poorly fitted or top-dose-only effect; inactive = no such curve, though single readings can be large or run the other way; tested in mouse RAW 264.7 cells; note: potency is the fitted concentration of half-maximal effect; nearly all actives have a fitted effect of over 55% in size
Giardia kill: Giardia lamblia killing | Giardia lamblia trophozoite viability | activity change, % at 7.66 µM, hits read low | 340,000 tested, 0.15% active | AID 540267; in the data active = activity change below about -80%; inconclusive = between about -30% and that limit;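 note: parasites exposed to compound for two days anaerobically before the ATP read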
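ATP-content bioluminescence gauges trophozoite survival. Cells (100/well) receive compound and incubate anaerobically for 48 hrs at 37 deg C; detection reagent follows for 15-30 min at room temperature.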
hERG WT inh: KCNH2 (human, wildtype) channel inhibition; Q12809; U2OS, BacMam KCNH2, thallium flux FluxOr; stronger effect = lower value; activity change, % at 1.84 µM; 340,000 tested, 0.37% active; AID 720551;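 active = maximum activity change below -70%; inconclusive = maximum activity change between -70% and -50%; inactive = maximum activity change above -50%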
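U2OS cells transduced with wild-type KCNH2 virus are loaded with FluxOr dye for 45 min, and thallium flux is measured in kinetic reads before and after stimulation buffer. Rate constants are normalized to DMSO controls.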
FBPA coupling cs: counter-screen for Giardia aldolase inhibitors: coupling enzyme system; coupling enzyme system counterscreen, AmpLite Red fluorescence; activity change, negative = inhibition, % at 58.2 µM, hits read low; 290,000 tested, 0.67% active; in the data active = activity change below about -30%
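Counterscreen lacking aldolase: glyceraldehyde-3-phosphate coupling-enzyme reagent preincubated 10 min at RT with compound (at 57.5 uM final), then substrate/coupling system with AmpLite Red added; fluorescence read at 525/598 nm after 20 min RT.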
KCNH2 3.1 inh: KCNH2 3.1 (human) potassium channel inhibition. U2OS KCNH2 3.1, thallium flux FluxOr; stronger effect = lower value. activity change, % (tested at about 1.8 µM). 340,000 tested, 0.95% active. AID 720553;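 active = maximum activity change below -70%; inconclusive = maximum activity change from -70% to -50%; inactive = maximum activity change above -50%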;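 note: thallium influx rate constant from kinetic fluorescence after stimulation buffer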
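We transduce U2OS cells with the mutant 3.1 virus, culture them overnight, load FluxOr with Red40 quencher for 45 min, then add stimulation buffer and read kinetically for 2 min to derive a normalized rate constant.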
Eya2 phos inh: blocks the phosphatase activity of human Eya2; 330,000 tested, 0.006% active; recombinant Eya2, OMFP fluorescence dephosphorylation (OMFP is methylfluorescein phosphate); O00167; Potency, µM (titrated, usually from 76.9 µM), for inactives: at the top dose activity, negative = inhibition, actives largely listed as inhibitors; AID 488837; note: potency is the fitted concentration of half-maximal effect
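Eya2 (0.2 uM) preincubated 10 min at ambient with compound, then OMFP substrate added at 50 uM; 10 min reaction in 50 mM HEPES pH 7.5, 50 mM NaCl, 5 uM MgCl2, 0.05% BSA, 1 mM DTT. Fluorescence read at Ex 485/Em 525 nm.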
Chronic BCR inh: chronic active BCR signaling inhibition | ABC-DLBCL IkBa-CBG/CBR reporter, luminescence ratio, 4 h | Potency, µM (doses to about 46.1 µM), for the others: at the highest dose ratio change, negative = lower green/red ratio, most hits filed as inhibitors | 340,000 tested, 0.05% active | AID 493014; active = well fitted inhibition curve with a large enough effect in the signal ratio, with a control signal flat, not every such curve was filed as active; inconclusive = small, poorly fitted or top-dose-only effect, or effect the other way, or a change in a side signal; the % refers to the signal ratio;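 note: potency is the fitted concentration of half-maximal effect; plate controls were basal doxycycline-induced cells for no effect and cells given 10 µM MG132 for full effect; MG132 reads +100%, hits lower the ratio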
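TMD8 human ABC-DLBCL cells with doxycycline-inducible IκBα–green luciferase fusion and unfused red luciferase, in 0.5% FBS medium; compounds up to 46 uM, 4 h at 37C. Green/red luminescence ratio, filter-overlap corrected, fitted to concentration-response curves.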
B2AR arrestin: beta2AR (human) beta-arrestin recruitment activity; P07550; beta-arrestin recruitment to beta2AR, cell-based reporter; Potency, µM (top dose mostly 46.1 µM), for the others: at the top dose activation, most hits filed as activators; 330,000 tested, 0.02% active;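 note: potency is the fitted concentration of half-maximal effect; 0% = DMSO controls and full agonism = EC100 isoproterenol or metaproterenol; nearly all actives have a fitted effect of over 65% in size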
Target sequence (P07550 whole entry, looked up): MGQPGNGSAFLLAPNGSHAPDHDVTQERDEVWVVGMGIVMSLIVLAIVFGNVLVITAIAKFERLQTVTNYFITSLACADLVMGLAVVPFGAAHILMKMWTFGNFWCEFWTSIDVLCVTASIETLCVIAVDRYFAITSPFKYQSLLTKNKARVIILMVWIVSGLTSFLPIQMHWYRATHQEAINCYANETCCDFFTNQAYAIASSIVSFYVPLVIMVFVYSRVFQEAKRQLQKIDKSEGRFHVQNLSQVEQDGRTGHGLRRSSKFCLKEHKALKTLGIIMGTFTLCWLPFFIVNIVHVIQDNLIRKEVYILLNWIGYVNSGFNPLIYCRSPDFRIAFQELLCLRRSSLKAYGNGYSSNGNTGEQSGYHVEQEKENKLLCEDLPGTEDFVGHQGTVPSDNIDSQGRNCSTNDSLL
* hit, by the source's call; ? = inconclusive; . = no result given; & = joins results of further samples; [ ] = another dose, or the depositor's remark. Unless noted, calls come from the whole dose curve; as a rule, active = well fitted curve in the direction sought with a large enough effect; inconclusive = small, poorly fitted or top-dose-only effect, or another doubt; inactive = no such curve, though single readings can be large; an effect the other way counts as inactive or inconclusive. Unless noted, % is set by controls: 0 for no effect and ±100 for the full control effect.

SMILES	PKM2 act	GALK inhibitor	USP2a block	uPA surface inh	Giardia kill	hERG WT inh	FBPA coupling cs	KCNH2 3.1 inh	Eya2 phos inh	Chronic BCR inh	B2AR arrestin
Cc1nsc(Nc2ccccc2)c1C#N	0%	0%	0%	-4%	-10	.	3	6	2%	0%	-0.1%
C=CCn1cc(/C=N/Nc2nc3ccccc3[nH]2)c2ccccc21	19%	0%	1%	-3%	22	4	-9	?	2%	?	3.2%
CN1CCc2c(sc3c2c(=O)n(-c2ccccc2)c2n[nH]c(=S)n32)C1	2%	0%	1%	3%	-19	0	0	-19	4%	1%	-0.1%
CC(/C=C/c1ccco1)=N\NC(=O)CNc1cccc(C)c1	0%	1%	1%	?	28	-1	2	-80*	3%	1%	-0.2%
CCOc1ccc(C(=O)OCC(=O)N2CC(C)OC(C)C2)cc1OCC (configuration not stated)	-1%	6%	-3%	5%	-6	-3	2	-2	-6%	0%	0.2%
CC(C)(C)c1ccc(NC(=O)C2=CC=CN3CCS(=O)(=O)N=C23)cc1	.	.	-1%	?	-16	5	.	13	6%	?	0.0%
O=C(Cc1ccccc1)N/N=C/c1cc2c(cc1Cl)OCO2	-7%	2%	2%	-10%	4	-19	-2	8	12%	-1%	-1.3%
CS(=O)(=O)c1ccc(Cl)c(NC(=O)COC(=O)c2cccc(S(=O)(=O)N3CCCCC3)c2)c1	0%	-6%	1%	13%	9	16	3	9	5%	-2%	0.1%
COc1ccc(/C=N/NC(=O)c2cc(-c3ccccc3OC(C)C)nc3ccccc23)cc1CN1CCOCC1	-1%	3%	4%	?	-3	-7	17	3	-4%	?	2.6%
Cc1cc(C)n(CC(=O)Nc2ccccc2)n1	-5%	3%	-7%	-1%	2	-13	1	-2	18%	-7%	-0.4%
N#C/C(=C\c1ccc(-c2ccc(Br)cc2)o1)C(=O)NCCc1c[nH]c2ccccc12	-2%	1%	0%	-5%	-6	-4	-3	43	-5%	1%	0.2%
CC(C(=O)N=c1sc2ccccc2n1C)N1C(=O)C2CC=CCC2C1=O (configuration not stated)	-13%	-3%	-2%	-3%	9	5	-3	-19	-26%	25%	0.3%

Complete entries, quoted from the list. Order of screens: PKM2 act	GALK inhibitor	USP2a block	uPA surface inh	Giardia kill	hERG WT inh	FBPA coupling cs	KCNH2 3.1 inh	Eya2 phos inh	Chronic BCR inh	B2AR arrestin
CN1CCc2c(sc3c2c(=O)n(-c2ccccc2)c2n[nH]c(=S)n32)C1 is entered as 2%	0%	1%	3%	-19	0	0	-19	4%	1%	-0.1%
Cc1cc(C)n(CC(=O)Nc2ccccc2)n1 is entered as -5%	3%	-7%	-1%	2	-13	1	-2	18%	-7%	-0.4%

Further records follow.
SMILES	PKM2 act	GALK inhibitor	USP2a block	uPA surface inh	Giardia kill	hERG WT inh	FBPA coupling cs	KCNH2 3.1 inh	Eya2 phos inh	Chronic BCR inh	B2AR arrestin
CCOC(=O)C(C)Oc1c(Br)cc(C2NC(=O)NC(C)=C2C(C)=O)cc1OCC (configuration not stated)	-1%	4%	3%	.	1	-2	-1	-9	-9%	-1%	-0.2%
CCCn1c(=N)n(CC(O)COc2cccc(C)c2)c2ccccc21 (configuration not stated)	-1%	1%	1%	-13%	15	10	3	-6	4%	-29%	-0.4%
Cc1ccc(-c2noc(CN(C(=O)c3cccc(Br)c3)C(C)C)n2)cc1	14%	0%	3%	0%	-14	-2	-2	-9	1%	2%	0.3%
CCCN(C(=O)c1ccccc1N)c1c(C)n(C)n(-c2ccccc2)c1=O	-1%	-4%	1%	-1%	10	-8	4	20	9%	?	-0.8%
CC(=O)Nc1c(O)nc(SCc2ccc(Cl)cc2)[nH]c1=O	-7%	1%	4%	21%	-12	-21	2	16	4%	-1%	-0.3%
COc1ccc(N2CC(C(=O)Nc3ccc([N+](=O)[O-])cc3Br)CC2=O)cc1 (configuration not stated)	2%	8%	1%	-2%	-14	0	0	-10	-13%	1%	-0.3%
CC(=O)OC(C#CCN1CCOCC1)c1ccccc1 (configuration not stated)	0%	-1%	.	1%	1	-5	1	-2	.	.	.
NS(=O)(=O)c1ccc(NC(=O)CSc2nnc(-c3cnccn3)n2-c2ccccc2)cc1	-2%	-1%	.	-1%	14	1	6	7	.	.	.
O=c1c2c3c(sc2nc(NCCO)n1Cc1ccco1)CCCCC3	2%	-1%	1%	0%	8	17	-2	.	-1%	-8%	-0.9%
COc1ccc(NC(=O)CSc2nc3c(c(=O)n2-c2ccc(C)cc2)SCC3)c(OC)c1	-2%	1%	5%	5%	12	5	-7	1	-7%	?	-0.5%
O=C(CN1CCC(NC(=O)C2CC2)CC1)Nc1ccccc1[N+](=O)[O-]	.	-1%	0%	2%	2	-7	2	4	-15%	-10%	0.1%
CC(C)N1CCN(Cc2ccc3nsnc3c2)CC1CCO (configuration not stated)	3%	2%	2%	1%	5	6	0	16	0%	-10%	0.2%
O=C(NCCN1C(=O)S/C(=C\c2ccc(Cl)cc2)C1=O)c1ccc(F)c(S(=O)(=O)N2CCOCC2)c1	0%	-1%	2%	-3%	17	19	2	-10	-17%	-13%	-0.7%
Cc1ccccc1-c1cc(-c2ccccc2O)on1	-6%	0%	-9%	6%	10	-11	-1	7	10%	-13%	-0.4%
CC1CCCC(C)N1CCCNC(=O)Cn1c(=O)c2cccn2c2cccnc21 (configuration not stated)	.	-2%	1%	5%	-12	-13	.	-14	8%	-1%	0.2%
O=C1CCC([N+](=O)[O-])C(c2cc3c(cc2Br)OCO3)N1 (configuration not stated)	-5%	3%	4%	1%	3	-16	0	7	-15%	-2%	1.9%
Cc1ccc(/C=N/N=C2/NC(=O)CS2)o1	.	9%	0%	-31%	1	-15	2	17	?	-1%	-0.1%
CCN1CCN(CCNC(=O)CSCc2nc(-c3ccc(OC)c(OC)c3)oc2C)CC1	7%	0%	3%	3%	-4	5	4	14	-25%	?	1.0%
COc1ccc(CNC(=O)C(C)OC(=O)c2cccn2C)cc1 (configuration not stated)	-6%	5%	2%	-1%	16	-9	1	13	8%	?	0.4%
CN(C)S(=O)(=O)c1c(Cl)cccc1Cl	1%	2%	0%	.	-6	-5	-25	7	17%	?	-0.9%
COC(=O)CCCCCN1C(=O)NC(c2ccc(-c3ccccc3)cc2)C(C(=O)OCc2ccccc2)=C1C (configuration not stated)	-2%&1%	.	2%	7%	10	-17	0&2	-18	3%	-3%	-0.5%
Cc1csc(NC(=O)CN2C(=O)c3ccccc3C2=O)c1C(N)=O	-1%	-3%	1%	6%	24	3	0	14	-6%	1%	0.9%
O=C(Nc1nccs1)c1ccc2ccccc2c1	-7%	-2%	-1%	?	-4	-3	-6	6	-3%	?	0.1%
Cc1cc(NC(=O)c2nn(C)c(C)c2Br)no1	-8%	-1%	1%	14%	14	-8	.	17	2%	7%	4.5%
Nc1o[nH]c(=O)c1Cc1ccccc1	-2%	6%	7%	7%	-7	-4	3	-8	3%	-6%	-0.5%
CNCCCOc1cc(C)cc(C)c1C	0%	5%	-1%	-1%	-1	21	1	9	-12%	23%	-1.1%
O=C(NC1CCCCC1)c1cnn2c(C(F)(F)F)cc(-c3ccco3)nc12	2%	1%	3%	.	-4	17	1	-8	-20%	?	-0.3%
COCCNc1nnc(SCC(=O)NNC(=O)c2ccccc2)s1	-3%	0%	1%	10%	6	.	2	-13	7%	-7%	0.0%
CCOC(=O)n1c(=O)n(Cc2ccc(F)cc2)c2ccccc21	3%	1%	6%	-3%	-1	-17	1	-4	7%	-1%	0.3%
Cc1cc(N2CCN(S(=O)(=O)c3ccc(Br)cc3)CC2)n2ncnc2n1	3%	8%	1%	-13%	-5	8	4	-33	-4%	-9%	0.4%
Cc1ccc(-c2c(C(=O)N/N=C/c3sccc3C)nnn2-c2nonc2N)cc1	.	-1%	0%	?	10	2	.	19	-22%	?	3.1%
COc1ccc(-c2noc(Cn3cc(S(=O)(=O)N4CCCC4)ccc3=O)n2)cc1	.	.	2%	-1%	11	-11	.	0	6%	0%	-0.3%
Cc1ccc(-n2c(=O)[nH]c3c(C(N)=O)nc(-c4ccc(C)o4)nc32)cc1	14µM*	2%	1%	6%	-8	6	1	11	8%	2%	-0.3%
O=C(CN(C(=O)c1csnn1)c1ccccc1F)NCc1ccc2c(c1)OCO2	-12%	9%	5%	-4%	10	-11	5	-5	2%	-1%	-0.6%
CCCCOP(=O)(OCCCC)C1(NS(=O)(=O)c2ccccc2)C=CC(=O)c2ccccc21 (configuration not stated)	?	-1%	2%	-20%	-12	-12	-8	-82*	-20%	?	-1.0%
COc1ccc(N(CCCN2C(=O)c3cccc4cccc(c34)C2=O)C(=O)c2cccnc2)cc1	17%	3%	-5%	-3%	32[activator]	0	-8	-8	-17%	-6%	0.3%
Cc1nnc(SCCn2c(N3CCCC(C)C3)nc3c2c(=O)[nH]c(=O)n3C)s1 (configuration not stated)	-2%	8%	0%	.	1	-9	2	0	4%	-1%	0.2%

Compound activity as filed in PubChem.
